Screens from PubChem.
ABHD5 PLIN5 PPI – inhibitors of human ABHD5-perilipin-5 interaction; Split G. princeps luciferase complementation, luminescence, 4 h; inhibition, % at 4 µM; 0.78% of 360,000 active; AID 602281;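 active means inhibition above the mean inhibition across every tested compound plus 3 SD, cut at about 22% in these data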;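 further: 0% = DMSO only wells and the 100% control is not disclosed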
NR2F2 inh – blocks human COUP-TFII nuclear receptor | P24468 | HEK293T NGFI-A luciferase reporter, luminescence | inhibition, % at 8.6 µM | 0.7% of 370,000 active | AID 686940;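 active means inhibition above a per-plate cutoff, mean inhibition of test wells between control levels plus 3 SD, cut at about 38% in these data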;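 further: cells cotransfected with COUP-TFII expression vector driving the NGFI-A reporter; 0% = median of COUP-TF2 test wells and 100% = reporter-only cells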
LMP1 NFkB inh – inhibitors of Epstein-Barr LMP1-induced NF-kappaB reporter | 0.69% of 350,000 active | inhibition, % at 12.5 µM | LMP1-induced NF-kappaB luciferase reporter cells, luminescence; in the data active means inhibition above about 41%;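 further: 0% = neutral control wells and 100% = reference inhibitor control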
MC4R ag barr – agonists of human melanocortin 4 receptor (MC4R) beta-arrestin | 0.98% of 360,000 active | P32245 | U2OS MC4R beta-arrestin complementation, luminescence; percent of melanotan II response, DMSO zero | activation, % at 8.9 µM;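 active means activation above a per-plate cutoff, the mean activation of sample wells on that plate plus 3 SD, cut at about 8% in these data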
NR5A2 inv ag – NR5A2 inverse agonism in reporter assay. O00482. HEK293T StAR-luciferase reporter, LRH-1 transfected, 24 h. inhibition, % at 3.6 µM. 0.13% of 360,000 active;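 active means inhibition above the mean inhibition of all tested compounds plus 3 SD, cut at about 73% in these data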;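 further: 0% = DMSO wells and 100% = reporter-only cells lacking LRH-1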
SRC1 inh – human NCOA1 inhibition; Q15788; HEK293 GAL4-SRC1 luciferase reporter, luminescence; inhibition, % at 3.6 µM; 0.12% of 360,000 active; AID 588354;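 active means inhibition above the campaign mean plus 3 SD, with each screening campaign given its own cutoff, cut at about 60% in these data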;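 further: 0% = DMSO treated cells and 100% = gossypol at 36 µM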
NOD2-RIPK2 inh – inhibitors of human NOD2-RIPK2 interaction | 0.38% of 360,000 active | CHO BLA complementation NOD2-RIPK2, CCF4 ratio | inhibition, % at 4.98 µM; in the data active means inhibition above about 21%;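 further: 0% = vehicle only and 100% = reference blocker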
TLR9-MyD88 inh – blocks human TLR9 binding to MyD88 | CHO BLA complementation TLR9-MyD88, CCF4 FRET ratio | Q9NR96+Q99836 | inhibition, % at 4.98 µM | AID 504734 | 0.21% of 340,000 active;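 active means inhibition above the mean over all tested compounds plus 3 SD, cut at about 21% in these data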;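 further: 0% = DMSO only wells and 100% = clavulanate BLA inhibitor control wells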
MC4R antag cAMP – antagonists of human melanocortin 4 receptor (MC4R); MC4R-expressing cells, MTII-stimulated cAMP, LANCE TR-FRET; inhibition, % at 6.5 µM; 0.48% of 360,000 active; AID 540295;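 active means inhibition above its plate's cutoff, the mean of tested wells on that plate plus 3 SD, cut at about 29% in these data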;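 further: 0% = Melanotan II alone and 100% = Melanotan II plus saturating MCL0020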
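System – human MC4R-expressing U2OS cells · Also added – Melanotan II · Dosing – one concentration, 6.5 µM nominal · Timing – 30-min compound, 1-h challenge, 1-h detection, room temperature · Measured by – Eu-cAMP/anti-cAMP TR-FRET, emission 671 nm · Replicates – singlicate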
SRC3 inh – human NCOA3 inhibition; Q9Y6Q9; HEK293 GAL4-SRC3 luciferase reporter, luminescence; 0.17% of 360,000 active; inhibition, % at 3.6 µM;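 active means inhibition above a per-campaign cutoff, the mean of all compounds plus 3 SD, cut at about 60% in these data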;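 further: 0% = DMSO-treated cells and 100% = gossypol-treated cells at 36 µM; higher means less SRC3-driven luciferase light from the GAL4 reporter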
SRC2 inh – human SRC2 (NCOA2) inhibition; HEK293 GAL4-SRC2 luciferase reporter, luminescence; inhibition, % at 9 µM; AID 651957; 0.17% of 370,000 active; Q15596;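 active means inhibition above the mean inhibition of all tested compounds plus 3 SD, set per campaign, cut at about 52% in these data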;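 further: 0% = DMSO treated cells and 100% = cells given Gossypol at 36 µM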
Numbers without * were called inactive; nt = no result given. Not all compounds are listed. The share of hits here may be higher or lower than overall.

ABHD5 PLIN5 PPI,NR2F2 inh,LMP1 NFkB inh,MC4R ag barr,NR5A2 inv ag,SRC1 inh,NOD2-RIPK2 inh,TLR9-MyD88 inh,MC4R antag cAMP,SRC3 inh,SRC2 inh,compound
1,18,9,-0.5,24,1,-6,7,3,25,16,COc1cccc(CN(C)C(=O)c2cc(-c3ccc(OC)c(OC)c3)nc3ccccc23)c1
9,nt,-2,-1.4,3,-4,0,6,5,-14,nt,C[C@@H]1NC(=O)c2cc([N+](=O)[O-])cc(I)c2NCC[C@@H](C(N)=O)NC(=O)[C@H](CC(N)=O)NC1=O
-2,2,-3,-2.5,0,-14,8,-2,-5,-2,4,COCCCN(C(=O)C1CCC1)c1c(N)n(Cc2ccccc2)c(=O)[nH]c1=O
-6,-9,-12,-2.1,-14,-23,-2,3,10,-12,-14,C#CCOc1ccc(CNC[C@H]2O[C@@H](n3ccc(N)nc3=O)[C@H](O)[C@@H]2O)cc1
2,-5,-8,-1.2,8,-8,-4,-7,-1,-20,-23,Cc1cc2oc3c(c(=O)c2cc1C)C(c1ccc(F)cc1)N(CCCN1CCOCC1)C3=O (stereo not given)
0,1,-2,2.0,-8,-3,-3,-11,9,-10,-10,c1ccc2[nH]c(CCCc3nc4ccccc4[nH]3)nc2c1
2,-22,0,-1.1,0,6,-7,-4,3,-25,-8,CC1CCC(NC(=O)c2nn(C)c(=O)c3ccccc23)CC1 (stereo not given)
5,-8,-1,4.1,-11,-5,1,-3,0,-13,-4,O=C(COC(=O)CC12CC3CC(CC(Br)(C3)C1)C2)NC(=O)NCc1ccco1

Single values from the entries so far:
C[C@@H]1NC(=O)c2cc([N+](=O)[O-])cc(I)c2NCC[C@@H](C(N)=O)NC(=O)[C@H](CC(N)=O)NC1=O – LMP1 NFkB inh: -2
COc1cccc(CN(C)C(=O)c2cc(-c3ccc(OC)c(OC)c3)nc3ccccc23)c1 – MC4R antag cAMP: 3

Back to the main list, repeating the 3 entries before the break.
ABHD5 PLIN5 PPI,NR2F2 inh,LMP1 NFkB inh,MC4R ag barr,NR5A2 inv ag,SRC1 inh,NOD2-RIPK2 inh,TLR9-MyD88 inh,MC4R antag cAMP,SRC3 inh,SRC2 inh,compound
0,1,-2,2.0,-8,-3,-3,-11,9,-10,-10,c1ccc2[nH]c(CCCc3nc4ccccc4[nH]3)nc2c1
2,-22,0,-1.1,0,6,-7,-4,3,-25,-8,CC1CCC(NC(=O)c2nn(C)c(=O)c3ccccc23)CC1 (stereo not given)
5,-8,-1,4.1,-11,-5,1,-3,0,-13,-4,O=C(COC(=O)CC12CC3CC(CC(Br)(C3)C1)C2)NC(=O)NCc1ccco1
0,-30,5,-1.9,-111,-95,-6,-1,-10,-87,-10,CC(C)(C)n1ncc2c(=O)n(CC(=O)NCc3ccc(F)cc3)cnc21
2,6,43*,-1.1,-108,-92,7,6,12,-77,17,Cc1ccc(C(=O)Nc2ccc3c(c2)OCCO3)cc1
0,10,-7,1.0,9,7,-1,5,-5,-6,-10,COC(=O)/C(=C/c1ccco1)NC(=O)c1ccccc1
0,4,8,-1.7,-2,11,-9,3,-4,31,1,CCC(=O)N(C)CCc1cc2c(c(OC)c1/C=N/NC(=O)c1ccncc1)OCO2
-4,-9,-12,1.6,1,-47,-9,-6,8,-19,9,Cc1cccc(NC(=S)NC(=O)CCc2ccccc2)c1
-8,12,4,-0.5,-3,5,5,-11,11,-12,-8,COc1ccc(Cn2ccnc2SCC(=O)Nc2ccccc2OC)cc1
-2,-12,9,-2.8,30,-7,5,3,13,3,13,O=C(CSC1CS(=O)(=O)c2cc([N+](=O)[O-])ccc21)NNC(=O)c1ccccc1 (stereo not given)
-2,-13,23,-2.1,-15,-13,9,3,-5,-30,-10,COc1ccc2oc(=O)c(C(=O)NCc3ccccn3)cc2c1
-2,13,0,5.1,15,8,-6,14,-2,8,2,Cc1ccc(C(=O)Nc2c(C(=O)NCc3ccco3)cnn2-c2ccccc2)cc1
11,0,10,-0.1,0,-2,-5,-1,6,-12,2,CC(NC(=O)CN1CCCC1)c1ccccc1 (stereo not given)
5,-14,12,0.1,-1,-33,-1,4,-11,3,9,COc1ccc(-c2[nH]ncc2CN2CCC(OCc3ccccc3)CC2)c(F)c1
-4,-23,-18,-0.6,-15,-9,12,-3,-4,-11,-55,c1ccc2nc3c(cc2c1)CCCCC3
-8,6,-8,-0.8,-13,-6,-11,-7,2,6,17,COc1ccc(NC(=O)CN(C)C(=O)c2ccc(S(=O)(=O)Nc3ccccc3F)cc2)cc1
1,8,17,-0.1,-19,17,-6,-1,5,6,-13,Cc1ccc(NC(=O)c2cccc(S(=O)(=O)N3CCCc4ccccc43)c2)nc1
-2,-1,2,-1.6,-5,18,-5,5,10,18,13,C=CCNC(=O)NC(=O)COC(=O)/C=C/c1cccc([N+](=O)[O-])c1
3,-5,-3,-1.7,-47,-17,-2,-4,0,-15,-33,O=C(COc1ccc(Br)cc1F)NC1CC1
12,-14,2,-2.9,17,23,5,2,-2,21,11,O=C(CSc1n[nH]c(=O)n1C1CC1)Nc1ccc(Cl)c(Cl)c1
-1,-5,-2,0.1,2,1,-8,-8,2,14,9,O=c1c2ccccc2nnn1CSc1nc2ccccc2c(=O)n1Cc1ccco1
5,-3,-2,-0.4,-8,-10,-2,1,4,-3,6,Cc1ccc(CSc2ccc3nnc(-c4ccccn4)n3n2)cc1
-3,-7,-4,-1.7,4,3,1,-4,3,-7,-17,CC(=O)Nc1ccc(S(=O)(=O)NC2=NCN(c3cccc([N+](=O)[O-])c3)CN2)cc1
5,10,1,1.2,-6,11,-30,-1,9,10,2,CCNC(=O)NC(=O)CSc1ccccc1F
-4,3,-3,0.9,7,-26,12,-9,8,6,4,CCn1c(SCC(=O)NC2CCCC2)nnc1-c1ccoc1C
3,10,1,0.1,-4,1,-1,10,5,-3,17,O=C1CC(N2CCN(c3ccccn3)CC2)C(=O)N1c1ccc(Cl)cc1 (stereo not given)
-5,16,-4,-0.8,10,-12,-6,4,3,-21,24,Cc1ccc(-c2nonc2NC(=O)c2ccco2)cc1
-5,0,-5,-2.5,-10,6,-17,0,-4,15,-15,COc1cc(-c2cc3nc(C)c(C)c(=O)n3[nH]2)cc(OC)c1OC
1,-3,3,-0.5,8,-10,11,-2,8,35,-15,COc1cccc(NC(=O)CN(C)C(=O)/C=C/c2cn(-c3ccccc3)nc2-c2ccc(OC)c(OC)c2)c1
-3,-7,0,1.4,-2,-2,-1,1,0,0,7,Cc1c(C(=O)N2CCCCC2)nnn1-c1nonc1N
-3,5,-13,-0.6,-21,-11,-5,7,6,-7,19,Cc1ccc(S(=O)(=O)N2CC(=O)N3CCN(CCN)C3C2)cc1 (stereo not given)
-8,-5,6,-1.0,2,7,4,-8,3,6,1,COc1ccc(Cl)cc1NC(=O)N(C)Cc1c(C)nn(C)c1C
-5,-9,-6,-3.4,-6,-9,7,-7,-5,-3,-5,Cc1ccc(C(=O)NC(=S)N2CCN(C)CC2)cc1Br
11,13,nt,0.2,12,-1,9,nt,5,-17,-44,CC(=O)Nc1ccc(-c2ccnc3c2CC(C(=O)NCCc2ccccc2)O3)cc1 (stereo not given)
-2,-15,5,-0.9,-39,3,-8,-8,3,8,-13,Cc1cc(C)cc(N(CCC#N)C(=O)CSc2nc3ccccc3c(=O)[nH]2)c1
-7,2,3,-0.5,7,2,-2,-4,12,-4,11,Cc1cn(S(=O)(=O)c2ccc(Br)cc2)cn1
-2,-3,1,-0.9,12,-2,9,10,-7,24,-27,CC(C(=O)c1ccccc1)n1cnc2ccccc2c1=O (stereo not given)
-1,12,-2,-2.2,5,-3,6,-2,-3,-24,-13,CC1(C)CC2(CCO1)OC(=O)CC2C(=O)Nc1ccccc1Cl (stereo not given)
-1,8,-7,2.5,6,-6,-4,1,0,2,1,O=C(Nc1ccccc1)N1CCSc2cc(Cl)ccc21
-10,-2,1,-1.7,-15,15,-5,12,-4,5,0,CN(Cc1ccccc1)C(=O)CCS(=O)(=O)c1ccc2c(c1)oc(=O)n2C
-3,-23,-21,22*,-97,-75,2,6,-1,-62,-20,Cc1ccc(NC(=O)Nc2ccccc2)c(Br)c1
-5,-3,-1,-3.7,10,-1,-6,0,2,4,3,Cc1nnc(SCC(=O)Nc2nnc(-c3ccccc3)o2)s1
0,-11,4,-0.9,-28,-43,-5,4,19,13,23,NNC(=O)C1CC(O)CN1S(=O)(=O)c1ccc(Cl)cc1 (stereo not given)
-3,-52,-54,-1.1,-143,-107,-2,11,0,-65,-42,O=[N+]([O-])c1cccc(-c2ccc(C(=S)N3CCOCC3)o2)c1
12,10,-10,-0.4,8,8,-1,3,4,7,-18,Cc1cc(C)c(C#N)c(SCC(=O)Nc2ccc(S(=O)(=O)Nc3onc(C)c3C)cc2)n1
-4,-10,nt,-3.6,-19,-5,-6,nt,18,-7,-28,CC(=O)Nc1ccc(NC(=O)C2(C)Cc3c(-c4ccccc4)ccnc3O2)cc1 (stereo not given)
-2,7,-7,-1.1,-10,1,8,4,1,4,2,Cc1cc(S(=O)(=O)N2CCCCC2)ccc1OCC(=O)N1CCCC1
-8,9,0,-3.6,21,6,-7,3,-4,-6,-30,CNC(=O)CSc1nnc(-c2cccnc2)n1-c1ccc(C)cc1
1,4,0,-1.4,2,1,-3,-8,7,15,17,CCOC(=O)C1CCN(C(=S)Nc2cccc(C)c2C)CC1
-4,-9,1,-0.6,-15,0,-6,3,4,-15,-24,CC(=O)NCCc1cc2ccc(C)c(C)c2[nH]c1=O
-3,-1,-5,0.0,6,-14,6,-1,6,0,10,O=C1C2CC=C(Cl)CC2C(=O)N1CNc1ccccn1 (stereo not given)
0,13,6,-3.8,-6,8,-3,0,5,-4,-16,O=C(NCC1CCCO1)c1cccc(Oc2ccc([N+](=O)[O-])cc2)c1 (stereo not given)
-5,-22,-12,-0.3,-19,-17,-7,-5,-5,-5,-25,COc1cccc(CN(C)C(=O)CCc2nnc(-c3ccsc3)o2)c1
5,-5,4,0.3,-17,-7,4,-2,6,-7,-6,Cc1ccc(N2C(=O)N(CC(=O)Nc3cccc(Cl)c3)C(=O)C2C)cc1 (stereo not given)
2,-2,-3,-0.3,-21,-3,-10,0,13,-16,-4,O=C(O)c1cccc(N2CCCCS2(=O)=O)c1
-3,nt,-21,0.2,-46,-92,-2,3,-3,-60,nt,COc1ccccc1C(=O)Nc1cc2ccccc2oc1=O
9,4,12,-0.1,16,-12,4,-3,2,9,-33,COc1cc(CO)c(OC)c([N+](=O)[O-])c1
2,16,-2,-2.8,-9,-13,-17,7,-3,10,-6,COc1ccc(C)cc1N(CC(=O)Nc1cccnc1)S(=O)(=O)c1ccc(C)cc1
13,-24,-2,1.6,-89,-45,-5,6,-5,-30,-37,O=C(Cc1ccc2cccnc2c1)c1ccc(O)cc1O
